All columns: NCI-60 one-dose screen, growth in % after 48 h at 10 µM unless noted; 100 = growth as untreated, 0 = no growth, -100 = all killed.
EKVX = EKVX NSCLC. 71,000 compounds, 3% hits
A549/ATCC = A549/ATCC NSCLC; 81,000 compounds, 3.7% hits; AID 1794740
MDA-MB-435 = MDA-MB-435 melanoma; 82,000 compounds, 7.8% hits
HOP-92 = HOP-92 NSCLC cells; 71,000 compounds, 6.3% hits; AID 1794738
CCRF-CEM = CCRF-CEM leukemia; 77,000 compounds, 7% hits; AID 1794778
RPMI-8226 = RPMI-8226 leukemia cells | 77,000 compounds, 7.5% hits | AID 1794781
M14 = M14 melanoma; 80,000 compounds, 6.2% hits
HOP-62 = HOP-62 NSCLC | 80,000 compounds, 3.9% hits
Numbers without * were called inactive; / = no result given. How the source made its calls: active means growth percent below 10; inactive means the rest. The order is random. About 13% of those tested had a hit in this group.

(1) CC/C(=C(\c1ccc(O)cc1)c1ccc(OCCN(C)CCN(C)C(=O)CCCCC(=O)c2c(C)[nH]c(/C=C3\N=C(c4ccc[nH]4)C=C3OC)c2C)cc1)c1ccccc1
(2) N#Cc1c(N)nc2c(c1N)C(c1ccccc1Cl)C1=C(CCCC1=O)N2c1sc2c(c1C#N)CCCC2 (stereo not drawn)
(3) CC(=O)CC(=O)Nc1ccc(Cl)cc1
(4) CCOC(=O)N1CCC(N=C2CSc3nnc(-c4cc(C(F)(F)F)cc(C(F)(F)F)c4)n3N2)CC1
(5) CC(=O)N(C)SCC(NC(=O)C(Cc1ccccc1)NC(=O)OCc1ccccc1)C(=O)NC(Cc1ccccc1)C(=O)NC(Cc1cn(C=O)c2ccccc12)C(=O)NC(CCCCNC(=O)OCc1ccccc1)C(=O)NC(C(=O)NC(CSN(C)C(C)=O)/C(O)=N\O)C(C)OCc1ccccc1 (stereo not drawn)
(6) CCCCCN1C(=O)/C(=c2\sc3n(c2=O)NC2C(N=3)N(CC)C(=O)N2CC)c2cc(C)ccc21 (stereo not drawn)
(7) BrC(Br)(Br)c1cnc2ccccc2n1
(8) CN(C(=O)Cn1ccnc1)C(c1ccccc1)c1ccccc1
(9) CONC1=Nc2cc(NC(N)=NCc3ccccc3)c(N(C)C3CCCCC3)cc2OC1
(10) Cn1c(=O)c2c(nc(C#N)n2C)n(C)c1=O

| entry no. | 1 | 2 | 3 | 4 | 5 | 6 | 7 | 8 | 9 | 10 |
| --- | --- | --- | --- | --- | --- | --- | --- | --- | --- | --- |
| CCRF-CEM | 45.6 | 93.5 | 96.3 | 6.9* | 98.0 | 100.3 | 23.2 | 105.7 | 68.2 | 87.5 |
| RPMI-8226 | 63.1 | 89.0 | 99.9 | 29.0 | 99.6 | 98.8 | 41.8 | 107.8 | 38.5 | 96.2 |
| EKVX | / | 88.8 | / | 31.2 | 104.7 | 97.9 | 70.4 | 91.2 | 62.0 | 108.8 |
| HOP-92 | 63.4 | 79.7 | 109.5 | 19.9 | 94.2 | 90.9 | 7.5* | 129.0 | 35.4 | 82.4 |
| A549/ATCC | 88.5 | 83.8 | 100.6 | 21.5 | 89.6 | 98.2 | 34.6 | 99.3 | 78.7 | 103.6 |
| MDA-MB-435 | 88.0 | 102.1 | 107.3 | 24.9 | 94.7 | 99.4 | 36.5 | 101.5 | 73.0 | 112.1 |
| HOP-62 | 81.0 | 73.7 | 106.9 | -4.3* | 93.8 | 94.7 | 60.0 | 103.8 | 82.3 | 98.8 |
| M14 | 39.7 | 118.9 | 93.2 | 27.5 | 99.1 | 96.8 | 42.9 | 98.5 | 78.1 | 104.4 |

(11) FC(F)(F)c1cccc([Si](F)(c2cccc(C(F)(F)F)c2)c2cccc(C(F)(F)F)c2)c1
(12) Cc1ccc(C(=O)Nc2ccc(C(=O)NC(=S)Nc3ccc(S(N)(=O)=O)cc3)cc2)cc1
(13) CC(=O)OCC(=O)C1(O)C(C)CC2C3C=C(C)C4=Cc5c(cnn5-c5ccccc5)CC4(C)C3C(O)CC21C (stereo not drawn)
(14) CCCCCNN
(15) O=c1nc(-c2ccccc2)cc(-c2cc3ccccc3nc2Cl)[nH]1
(16) COC(=O)[C@@H]1CSCN1C(=O)C1=C(C)NC(=S)NC1c1ccc(O)c(OC)c1 (stereo partly drawn)
(17) CCc1c2cc(Cl)ccc2n2cc(Cc3ccccc3)[nH]c(=O)c12
(18) COc1ccc(S(=O)(=O)NCCCNc2cc(-c3cn(-c4ccccc4)nc3-c3cccc(OC)c3)ccn2)cc1
(19) C[C@]1(CO)O[C@@H](n2cc(F)c(N)nc2=O)C[C@@H]1OCc1ccccc1
(20) O=C(Nc1cc([N+](=O)[O-])ccc1O)c1ccc(C(=O)Nc2cc([N+](=O)[O-])ccc2O)cc1

| entry no. | 11 | 12 | 13 | 14 | 15 | 16 | 17 | 18 | 19 | 20 |
| --- | --- | --- | --- | --- | --- | --- | --- | --- | --- | --- |
| CCRF-CEM | 65.5 | 95.9 | 10.6 | 82.6 | -29.3* | 92.9 | 93.9 | 33.5 | 109.3 | 100.4 |
| RPMI-8226 | 52.3 | 96.7 | -18.3* | 89.5 | -29.4* | 72.9 | 110.1 | 35.1 | 107.2 | / |
| EKVX | 66.1 | 96.8 | 27.0 | 99.2 | 61.6 | 105.0 | 101.0 | 70.4 | 99.5 | 100.7 |
| HOP-92 | 16.1 | 88.1 | -0.5* | 104.7 | 41.8 | 94.7 | 96.0 | 37.4 | 112.0 | 107.5 |
| A549/ATCC | 78.1 | 91.1 | 24.5 | 95.5 | 68.9 | 104.2 | 105.6 | 45.3 | 108.9 | 98.9 |
| MDA-MB-435 | 95.0 | 98.5 | 33.7 | 97.2 | 53.5 | 100.9 | 101.9 | 52.0 | 105.7 | 105.9 |
| HOP-62 | 90.2 | 108.8 | 7.4* | 96.2 | 42.5 | 89.4 | 102.8 | 82.0 | 96.1 | 100.7 |
| M14 | 86.1 | 100.9 | -4.6* | 96.9 | 38.6 | 104.4 | 99.9 | 45.1 | 95.3 | 103.9 |

By substructure, those above with a cyano group (two)
(2) N#Cc1c(N)nc2c(c1N)C(c1ccccc1Cl)C1=C(CCCC1=O)N2c1sc2c(c1C#N)CCCC2 (stereo not drawn)
(10) Cn1c(=O)c2c(nc(C#N)n2C)n(C)c1=O

| entry no. | 2 | 10 |
| --- | --- | --- |
| CCRF-CEM | 93.5 | 87.5 |
| RPMI-8226 | 89.0 | 96.2 |
| EKVX | 88.8 | 108.8 |
| HOP-92 | 79.7 | 82.4 |
| A549/ATCC | 83.8 | 103.6 |
| MDA-MB-435 | 102.1 | 112.1 |
| HOP-62 | 73.7 | 98.8 |
| M14 | 118.9 | 104.4 |

(cont.)
(21) CC1(C)CC[C@]2(C(=O)Nc3ccccn3)CC[C@]3(C)C(=CC[C@@H]4[C@@]5(C)C/C(=C/c6ccco6)C(=O)C(C)(C)[C@@H]5CC[C@]43C)[C@H]2C1
(22) O=C(O)c1ccc(-n2cc(C(=O)O)c(-c3ccc(O)cc3)n2)cc1
(23) CCOC(=O)C1=NN(c2ccccc2)C(=O)C1N=Nc1ccc(-c2ccc(N=NC3C(=O)N(c4ccccc4)N=C3C(=O)OCC)c(Cl)c2)cc1Cl (stereo not drawn)
(24) CC(OCc1ccccc1)[C@@H]1N=C(c2ccc(Br)cc2)Nc2nc3ccccn3c2C1=O (stereo partly drawn)
(25) COC(=O)[C@@H](C)CNS(=O)(=O)N(c1cc(C(F)(F)F)cc(C(F)(F)F)c1)C1CCN(Cc2ccc(F)cc2)CC1
(26) CCN1CCN(CC(=O)Nc2nc3ccc(NCc4ccccc4)cc3s2)CC1
(27) COc1cc(CN/C=C2\C[C@@H](C(=O)NCc3ccc(Cl)cc3Cl)NC2=O)cc(OC)c1OC
(28) CCOC(=O)/C(C#N)=N/Nc1cccc2c1C(=O)c1ccccc1C2=O
(29) FC(F)(F)c1nnc2n1NCCCS2
(30) N/C(=N\Cl)C(Cl)(Cl)Cl

| entry no. | 21 | 22 | 23 | 24 | 25 | 26 | 27 | 28 | 29 | 30 |
| --- | --- | --- | --- | --- | --- | --- | --- | --- | --- | --- |
| CCRF-CEM | 16.0 | 81.7 | 94.8 | 84.2 | 56.6 | 93.7 | 104.9 | 114.9 | 106.9 | / |
| RPMI-8226 | 35.3 | 95.3 | 91.1 | 62.3 | / | 85.5 | 102.0 | 112.6 | 106.6 | 103.8 |
| EKVX | 76.4 | 92.1 | 104.3 | / | 74.6 | 92.9 | 108.4 | / | 98.8 | / |
| HOP-92 | 70.0 | 76.1 | 104.3 | 26.7 | 47.8 | 62.1 | 97.1 | 105.4 | 98.9 | 90.8 |
| A549/ATCC | 76.1 | 98.6 | 96.0 | 87.5 | 54.0 | 100.8 | 98.0 | 103.2 | 97.4 | / |
| MDA-MB-435 | 94.1 | 30.3 | 107.2 | 94.5 | 76.8 | 102.3 | 106.7 | 98.6 | 107.4 | 97.6 |
| HOP-62 | 104.9 | 80.4 | 104.5 | 83.3 | 79.0 | 87.6 | 78.3 | 89.5 | 103.2 | 101.4 |
| M14 | 91.8 | 79.4 | 100.2 | 84.5 | 58.5 | 94.3 | 107.2 | 90.6 | 94.9 | 98.0 |

(31) O=C(CC1(O)C(=O)Nc2ccc(Cl)cc21)c1cc2ccccc2oc1=O (stereo not drawn)
(32) Cn1c2ccc(Cl)cc2c2nn(Cc3ccccc3)c(=O)nc21
(33) CC(C)N1CCC1CO (stereo not drawn)
(34) Brc1cnc2[nH]cc(-c3csc(-c4ccc5ccccc5c4)n3)c2c1
(35) O=C1NC(=O)C2(CCCCC2)N1
(36) NC(=O)c1cc2ccccc2cc1O
(37) COc1cc(/C=C/C(=O)c2ccc(-n3cc(CN4CCN(c5cc6c(cc5F)c(=O)c(C(=O)O)cn6C5CC5)CC4)nn3)cc2)cc(OC)c1OC
(38) Oc1ccccc1-c1cn2ccnc2c(-c2ccccc2O)n1
(39) CCN1C(=O)N(CC)C2Nn3c(s/c(=C4\C(=O)N(CC(C)C)c5ccccc54)c3=O)=NC21 (stereo not drawn)
(40) c1ccc(-c2cc(-c3cc(-c4ccccc4)on3)no2)cc1

| entry no. | 31 | 32 | 33 | 34 | 35 | 36 | 37 | 38 | 39 | 40 |
| --- | --- | --- | --- | --- | --- | --- | --- | --- | --- | --- |
| CCRF-CEM | 93.8 | 102.9 | 104.9 | 96.0 | 111.4 | 102.6 | 34.6 | 54.7 | 42.6 | 81.9 |
| RPMI-8226 | 85.8 | 107.7 | 113.8 | 95.8 | 114.5 | 99.1 | 6.0* | 54.2 | 50.6 | 88.1 |
| EKVX | 93.4 | / | 102.0 | 90.8 | 119.7 | 96.4 | 80.8 | / | 63.8 | 121.3 |
| HOP-92 | 90.1 | / | 98.8 | 98.6 | 100.1 | 88.5 | 88.0 | 55.4 | 81.2 | 86.1 |
| A549/ATCC | 107.5 | 106.5 | 89.2 | 94.1 | 99.3 | 92.9 | 90.5 | 70.5 | 44.6 | 78.9 |
| MDA-MB-435 | 99.5 | 112.8 | 104.4 | 101.4 | 114.4 | 104.1 | 81.9 | 70.1 | -45.9* | 102.1 |
| HOP-62 | 98.2 | 90.9 | 83.8 | 100.2 | 102.6 | 88.5 | 85.4 | 91.4 | 55.2 | 106.6 |
| M14 | 97.7 | 107.2 | 97.5 | 103.1 | 111.9 | 97.4 | 88.1 | 64.2 | 18.9 | 109.2 |

(41) S=C1N[C@@H]2[C@H](N1)N(c1ccccc1)C(=S)N2c1ccccc1
(42) CC(=O)Nc1ccc(OCc2ccccc2)cc1[N+](=O)[O-]
(43) C/C(=N\NC(=O)Cn1c2ccccc2c2ccncc21)c1ccccn1
(44) O=C1c2ccccc2CCC12OC2c1cn(-c2ccccc2)nc1-c1ccc(Cl)cc1 (stereo not drawn)
(45) c1ccc(CC(Cc2ccccc2)c2ccccn2)cc1
(46) CC(=O)c1ccc(NC(=O)COc2ccc(C3SCC(=O)N3c3ccc(F)cc3)cc2)cc1 (stereo not drawn)
(47) Cc1[nH]cnc1CNc1ccc2ncc(C#N)c(Nc3ccc(F)c(Cl)c3)c2c1
(48) O=C1c2ccccc2C(=O)c2c1ccc1c(=O)[nH]nnc21
(49) C/C(=N\Nc1nc(-c2ccc(Cl)cc2)cs1)c1nnn(-c2ccc(C(=O)O)cc2)c1C
(50) Cc1c(C)c(C)c(CN2CCCC2)c(C)c1C
(51) CCN(CC)CCCC(Nc1c2ccc(Cl)cc2nc2ccc(OC)cc12)c1ccncc1 (stereo not drawn)
(52) O=C(N/N=C/c1ccc(-c2ccc(O)cc2)o1)c1[nH]c2ccc(Br)cc2c1-c1ccccc1
(53) COc1cccc(-c2cc(=O)c3cc(Cl)cc(NCCO)c3o2)c1N

| entry no. | 41 | 42 | 43 | 44 | 45 | 46 | 47 | 48 | 49 | 50 | 51 | 52 | 53 |
| --- | --- | --- | --- | --- | --- | --- | --- | --- | --- | --- | --- | --- | --- |
| CCRF-CEM | 106.8 | 101.2 | 93.7 | 86.3 | 83.7 | 96.1 | 75.8 | / | 92.1 | / | 59.8 | 4.8* | 98.7 |
| RPMI-8226 | 107.4 | 106.7 | 102.0 | 81.3 | / | 99.7 | 80.8 | 84.7 | 98.3 | 110.4 | 74.3 | -9.9* | 100.0 |
| EKVX | 92.5 | 91.2 | 101.2 | 96.7 | 87.2 | 99.7 | / | 45.8 | 97.4 | / | 87.0 | 8.8* | 88.5 |
| HOP-92 | 101.1 | 82.9 | 100.3 | 40.5 | 74.7 | 98.8 | 56.8 | 120.1 | 110.6 | / | 65.7 | -40.7* | 118.2 |
| A549/ATCC | 97.4 | 96.2 | 98.1 | 92.7 | 99.9 | 99.4 | 82.0 | 96.8 | 96.4 | / | 74.4 | 11.2 | 75.2 |
| MDA-MB-435 | 109.4 | 95.4 | 108.0 | 100.1 | 97.6 | 101.9 | 106.2 | 90.2 | 94.9 | 99.5 | 93.0 | -14.7* | 83.9 |
| HOP-62 | 83.2 | 102.1 | 99.5 | 107.5 | 94.9 | 95.2 | 90.3 | 96.4 | 109.4 | 95.4 | 83.4 | -11.3* | 84.0 |
| M14 | 103.6 | 120.6 | 94.4 | 97.7 | 100.8 | 111.9 | 93.4 | 92.0 | 99.6 | 99.0 | 113.3 | 18.1 | 90.4 |

Sorted by length of the SMILES (highest first): some entries from above.
(43) C/C(=N\NC(=O)Cn1c2ccccc2c2ccncc21)c1ccccn1
(42) CC(=O)Nc1ccc(OCc2ccccc2)cc1[N+](=O)[O-]
(50) Cc1c(C)c(C)c(CN2CCCC2)c(C)c1C

| entry no. | 43 | 42 | 50 |
| --- | --- | --- | --- |
| CCRF-CEM | 93.7 | 101.2 | / |
| RPMI-8226 | 102.0 | 106.7 | 110.4 |
| EKVX | 101.2 | 91.2 | / |
| HOP-92 | 100.3 | 82.9 | / |
| A549/ATCC | 98.1 | 96.2 | / |
| MDA-MB-435 | 108.0 | 95.4 | 99.5 |
| HOP-62 | 99.5 | 102.1 | 95.4 |
| M14 | 94.4 | 120.6 | 99.0 |

Screening results deposited in PubChem BioAssay by NCI.
